# Screening results as filed in PubChem.
# Menin-MLL TR inh: menin-MLL binding inhibition, Texas Red mutant peptide | Menin + Texas Red MLL mutant peptide, fluorescence polarization | Potency, µM (doses to about 61.6 µM), without a hit: at the top dose FP activity change, negative = inhibition, hits mostly inhibitors | 270,000 tested, 0.23% active | AID 1768; active = well fitted inhibition curve with a large enough effect in the polarisation, with a control signal flat, not every such curve was filed as active; inconclusive = small, poorly fitted or top-dose-only effect, or effect the other way, or a change in a side signal; inactive = no such curve, though single readings can be large or run the other way; the % refers to the polarisation; also: % of control where 0% means no effect; many of its hits are not listed in these tables
# Target sequence (O00255 whole entry, looked up): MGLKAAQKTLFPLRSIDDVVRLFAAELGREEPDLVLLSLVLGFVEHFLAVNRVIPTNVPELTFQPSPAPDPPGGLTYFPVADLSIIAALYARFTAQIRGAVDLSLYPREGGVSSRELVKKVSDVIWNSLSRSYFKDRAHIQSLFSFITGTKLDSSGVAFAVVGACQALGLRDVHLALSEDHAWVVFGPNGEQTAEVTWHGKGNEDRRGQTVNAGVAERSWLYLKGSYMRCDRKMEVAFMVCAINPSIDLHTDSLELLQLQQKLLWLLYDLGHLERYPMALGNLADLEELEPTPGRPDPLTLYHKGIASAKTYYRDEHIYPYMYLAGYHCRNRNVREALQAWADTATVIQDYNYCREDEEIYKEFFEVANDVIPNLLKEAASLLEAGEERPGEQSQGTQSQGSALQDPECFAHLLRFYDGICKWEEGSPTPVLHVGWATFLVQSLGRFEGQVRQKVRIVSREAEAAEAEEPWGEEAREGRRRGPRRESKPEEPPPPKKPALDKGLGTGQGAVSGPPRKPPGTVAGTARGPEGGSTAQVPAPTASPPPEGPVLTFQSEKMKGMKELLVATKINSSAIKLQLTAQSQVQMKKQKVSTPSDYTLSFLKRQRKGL
# Starred values were filed as active, the others as inactive; ? = inconclusive; & = joins results of further samples; [ ] = dose if it differs, or a comment. Potency is read from the fitted curve at half-maximal effect. Some of the compounds tested; rates above refer to the full screens.
Menin-MLL TR inh	SMILES
3%	O=C(c1ccco1)N1CCC2(CC1)CN(c1ncccn1)C2
3%[11.7 µM]	COC(=O)C/C=C\[C@@H](C)[C@@H](/C=N\O[C@@H](C)c1cn([C@H]2COC[C@H]2O)nn1)NS(=O)(=O)c1ccc(C)cc1
2%	CC(C)(C(O)c1ccc([N+](=O)[O-])cc1)[N+](=O)[O-] (stereo not given)
-3%	O=S(=O)(c1ccccc1)N1CCC[C@@]2(CCN(Cc3nccs3)C2)C1
-10%	CCC(C)C(=O)OC1C2CC3=C4CC(=O)OC(c5ccoc5)[C@]4(C)CCC3[C@@](C)(C2=O)C(CC(=O)OC)C1(C)C (stereo not given in full)
-1%	Cc1cnc(CNc2ccnc(-c3ccccc3Cl)n2)cn1
9%	CC(C)C[C@H](NC(=O)[C@H](Cc1ccccc1)NC(=O)[C@@H]1CCCN1C(=O)[C@H](CC(=O)O)NC(=O)[C@@H]1CCC(=O)N1)C(=O)N[C@@H](CCCN=C(N)N)C(=O)N[C@@H](Cc1ccccc1)C(N)=O
1%	Cc1ccccc1-c1cc(-n2ccnc2)ncn1
-27%	Cn1cccc1C(=O)N1CCC2(CCCN(c3ncccn3)C2)CC1
7%	Cc1ccc(-c2c(C3C4C=CCCC4(C)C(=O)N3Cc3ccccc3)ccc3ccccc23)cc1 (stereo not given)
5%	CC12CCC=CC1C(c1cccc([N+](=O)[O-])c1)N(Cc1ccccc1)C2=O (stereo not given)
3%&1%[11.7 µM]	O=C1C[C@@H](O)[C@@H](O)[C@H]2[C@@H]3C(=O)N(C[C@@H]4CCCO4)C(=O)[C@@H]3CC[C@H]12
7%	CN1c2ccccc2C(=O)N2CCc3c([nH]c4ccccc34)C21 (stereo not given)
-5%	COC(=O)C1=C(C(=O)OC)[C@@H]2N(Cc3ccccc3)c3ccccc3[C@@]23C[C@@H](C(=O)OC)N(C(=O)NCc2ccccc2)C3=C1
14%	O=C(c1ccncc1)N1CCC2(CCCN(c3cccc(-c4ccccc4)c3)C2)CC1
-23%	O=C(c1csnn1)N1CCC2(CCCN(c3ccncc3)C2)CC1
2%	O=c1c(CCc2ccccc2)nc2cncnc2n1Cc1ccc(F)cc1
-16%	CC(=O)N1CCC[C@@]2(CCN(C(c3ccccc3)c3ccccc3)C2)C1
0%	COc1ccc(CNc2ncnc3ccc(-c4ccc5c(c4)OCO5)cc23)c(OC)c1
-5%[24.8 µM]	CC(=O)OCC(=O)[C@@]1(O)CC[C@@H]2[C@H]3CCC4=CC(=O)CC[C@]4(C)[C@]3(F)[C@@H](O)C[C@@]21C
9%	O=C(O)C1CC=CC2CCN(C3CC3)C(=O)C21 (stereo not given)
0%	CC(O)C(N)C(=O)O (stereo not given)
6%	CS(=O)(=O)N1CCC[C@@]2(CCN(Cc3ccccc3)C2)C1
-1%[24.8 µM]	CC(C)SC(=N)N
6%	C=C1C(=O)C23C(O)C1CCC2[C@]12COC3(O)C(O)C1C(C)(C)CC[C@H]2O (stereo not given in full)
-21%	O=C(Oc1cccc2cccnc12)c1ccccc1
4%	O=C(c1cccc(F)c1)N1CCC2(CCN(Cc3ccncc3)CC2)CC1
1%	CC(=O)Oc1cc2c(c(C)c1OC(C)=O)CC=C1[C@]3(C)CC[C@]4(C)CC[C@@](C)(C(=O)O)CC4[C@]3(C)CC[C@]12C (stereo not given in full)
-4%	c1ccc(COC[C@H]2CO2)cc1
-3%	COc1ccc(Oc2ncc3ncc(=O)n(Cc4cccc(OC)c4)c3n2)cc1
-1%[11.7 µM]	C#CCCCO/N=C1/C[C@@H](O)[C@@H](O)[C@@H]2[C@@H]3C(=O)N(C(C)(C)C)C(=O)[C@H]3CC[C@H]12
-22%	O=C(c1csnn1)N1CCC2(CCCN(Cc3cc(C(F)(F)F)cc(C(F)(F)F)c3)C2)CC1
-9%	Nc1nc(N)c(-c2ccccc2)s1
-9%&-3%[11.7 µM]	CO[C@H]1COC(=O)C/C=C\[C@@H](C)COC(=O)[C@@H](CCSC)NC(=O)C/C=C\[C@@H]1C
-8%	NC(N)=NN=C(/C=C/c1ccc([N+](=O)[O-])o1)/C=C/c1ccc([N+](=O)[O-])o1
-4%[11.7 µM]	CO[C@@H]1COC(=O)[C@@H](CCSC)NC(=O)C/C=C\[C@@H](C)COC(=O)[C@H](C)NC(=O)C/C=C\[C@H]1C
-10%	O=C(c1cccc(F)c1)N1CCC2(CC1)CN(Cc1ccccc1)C2
2%	COCC(=O)N1CCC[C@@]2(CCN(c3ccncc3)C2)C1
8%	FC(F)(F)C(Cl)Br (stereo not given)
-11%[24.8 µM]	COCC(=O)Nc1c(I)c(C(=O)NC[C@@H](O)CO)c(I)c(C(=O)N(C)C[C@@H](O)CO)c1I
14%[94.6 µM]	Cc1ccc(C2CC(=O)Oc3cc(C)c(Cl)c(C)c32)cc1 (stereo not given)
-10%	CCCC(C)(C)C(=O)Nc1ccc(Cl)cc1
-11%	Nc1nc2c([nH]c(=O)n2C2OC(CO)C(O)C2O)c(=O)[nH]1 (stereo not given)
-11%	O=C(c1csnn1)N1CCC2(CCCN(c3ccc(-c4ccccc4)cc3)C2)CC1
3%	CC(=O)OCCC(C)CCC=C(C)C (stereo not given)
0%[11.7 µM]	CCCNC(=O)OC[C@@H]1O[C@H](CCON=C(C)C)C=C[C@@H]1Oc1ccc(OC)cc1
11%	c1nc(NC2CC2)c2cc(-c3ccoc3)ccc2n1
?	COc1cccc(NC(=O)/C=C\c2ccc(Cl)cc2)c1
11%	COc1cccc(Nc2ncc3nc(CCc4ccccc4)c(=O)n(C)c3n2)c1
-4%[11.7 µM]	CO/N=C1/[C@H]2O[C@@H]2[C@@H](O)[C@H]2[C@H]1CCn1c(=O)n(-c3ccccc3)c(=O)n12

# Next part:
Menin-MLL TR inh	SMILES
32%[activator]	CC(C)(C)OC(=O)NCCCCC1=CC2=CC(=O)C(C)(OC(=O)CCc3ccccc3)C(=O)C2=CO1 (stereo not given)
13%	COc1ccc(-n2c(=O)c(C)nc3cnc(N(C)C)nc32)cc1
8%	CC1=C(C(N)=O)N2C(=O)[C@@H](NC(=O)Cc3ccccc3)C2SC1 (stereo not given in full)
0%	CCCc1nc(C(C)(C)O)c(C(=O)OCc2oc(=O)oc2C)n1Cc1ccc(-c2ccccc2-c2nn[nH]n2)cc1
2%	O=c1[nH]c2cc([N+](=O)[O-])cc([N+](=O)[O-])c2[nH]c1=O
10%[11.7 µM]	COC(=O)NC(CC(C)=O)c1cccc(C)c1 (stereo not given)
-2%	COc1ccc(C2=Nn3c(nnc3-c3ccc(OC)c(OC)c3)SC2)cc1
-9%	Nc1nc(=O)n(C2OC(CO)C(O)C2O)cc1Cl (stereo not given)
1%[24.8 µM]	CC1(C)[C@@H](OC(=O)CCC(=O)O)CC[C@@]2(C)[C@H]1CC[C@@]1(C)[C@H]2C(=O)C=C2[C@H]3C[C@](C)(C(=O)O)CC[C@]3(C)CC[C@@]21C
-14%	CC(C)(C)OC(=O)NC(NC(=O)OCC1c2ccccc2-c2ccccc21)C(=O)O (stereo not given)
-3%	Cc1ccc(S(=O)(=O)N(C)c2cccc3cccnc23)cc1
-1%&0%[24.8 µM]	NC1(C(=O)O)C[C@@H](C(=O)O)[C@H](C(=O)O)C1
?	CC(=O)OCC1OC(C#CCC2CCCCC2)C=CC1OC(C)=O (stereo not given)
-17%	COc1ccc2c(c1)C(=O)[C@@H](OC(=O)NCCOc1ccccc1)[C@H](c1ccc(OC)c(Br)c1)O2
-13%[11.7 µM]	COc1ccc(-c2nc3c(c4c2CC(C)OC4)CN(CCC(C)C)CC3)cc1 (stereo not given)
-2%	COc1ccc(Oc2ncc3nc(-c4ccc(F)cc4)c(=O)n(CCC#N)c3n2)cc1
-1%[24.8 µM]	C[C@H](NCCc1ccc(O)cc1)[C@@H](O)c1ccc(O)cc1
-5%	COc1cccc(Cn2c(=O)cnc3cnc(N4CCN(C)CC4)nc32)c1
-1%	CN(C)C(=O)c1ccc(-c2cncnc2Nc2ccccc2)cc1
-23%	CC(C)=CC1C(C(=O)O)C1(C)C (stereo not given)
5%	COc1c(CC(=O)c2cc3c(cc2O)OC(C)(C)C(O)C3)ccc2c1C=CC(C)(C)O2 (stereo not given)
-4%[94.6 µM]	Cc1cc2c(cc1Cl)C(c1ccc3c(c1)OCO3)CC(=O)O2 (stereo not given)
4%	COc1cccc(-c2cncnc2NCc2ccc(OC)cc2OC)c1
18%	Cc1noc(C)c1C(=O)N1CCC[C@@]2(CCN(C(=O)Nc3cccc(C#N)c3)C2)C1
4%	CN1CCN(c2ncc3ncc(=O)n(CCC#N)c3n2)CC1
-2%	COc1ccc(CNc2cc(-c3cccnc3)ncn2)c(OC)c1
-21%	C[C@@H]1C(=O)O[C@@H]1[C@@H](C)CO[Si](c1ccccc1)(c1ccccc1)C(C)(C)C
-2%	Cc1cc(O)c2c(c1)OC1(C)CCC3C(C)(C)CCCC34COC2C14 (stereo not given)
11%[11.7 µM]	CO[C@H]1COC(=O)C/C=C\[C@@H](C)[C@H](OC)COC(=O)CCC[C@@H]1C
5%	C=C[C@@]1(C)CC(=O)[C@]2(O)[C@@]3(C)[C@H](O)CCC(C)(C)[C@@H]3[C@H](O)[C@H](OC(C)=O)[C@@]2(C)O1

# A draw from above in order of molar mass, high to low:
Menin-MLL TR inh	SMILES
18%	Cc1noc(C)c1C(=O)N1CCC[C@@]2(CCN(C(=O)Nc3cccc(C#N)c3)C2)C1
-21%	C[C@@H]1C(=O)O[C@@H]1[C@@H](C)CO[Si](c1ccccc1)(c1ccccc1)C(C)(C)C
-2%	Cc1cc(O)c2c(c1)OC1(C)CCC3C(C)(C)CCCC34COC2C14 (stereo not given)
-2%	COc1ccc(CNc2cc(-c3cccnc3)ncn2)c(OC)c1
4%	CN1CCN(c2ncc3ncc(=O)n(CCC#N)c3n2)CC1

# Remaining list, next part.
Menin-MLL TR inh	SMILES
?	COc1ccc(OC)c(-c2nnc3n2N=C(c2ccccc2OC)CS3)c1
-10%	Cc1csc(CNc2ncnc3ccc(-c4c(C)noc4C)cc23)c1
1%	COCCNc1ccnc(-c2cccc(NS(C)(=O)=O)c2)n1
19%	c1ccc(Oc2nc(NC3CCCCC3)c3[nH]cnc3n2)cc1
5%	COc1ccc(Oc2ncc3ncc(=O)n(C4CC4)c3n2)cc1
7%[24.8 µM]	O=C(O)[C@H]1CCCN(CCC=C(c2ccccc2)c2ccccc2)C1
17%	O=C(Nc1cccc(F)c1)N1CCCC2(CCN(C(=O)c3csnn3)CC2)C1
-20%	Cc1cccc(CNc2ccnc(-c3ccccc3CN(C)C)n2)c1
3%&6%&9%	CC#CCC1(C(=O)OC)C(=O)NC[C@H]1c1ccccc1 (stereo not given in full)
3%	Cc1cc(O)cc(O)c1C(=O)O

# Fetched one by one from the entries so far:
Menin-MLL TR inh	SMILES
5%	COc1c(CC(=O)c2cc3c(cc2O)OC(C)(C)C(O)C3)ccc2c1C=CC(C)(C)O2 (stereo not given)
8%	CC1=C(C(N)=O)N2C(=O)[C@@H](NC(=O)Cc3ccccc3)C2SC1 (stereo not given in full)
13%	COc1ccc(-n2c(=O)c(C)nc3cnc(N(C)C)nc32)cc1
-13%[11.7 µM]	COc1ccc(-c2nc3c(c4c2CC(C)OC4)CN(CCC(C)C)CC3)cc1 (stereo not given)

# (next part)
Menin-MLL TR inh	SMILES
1%	CCNc1ncc2nc(-c3cc(F)cc(F)c3)c(=O)n(C[C@H]3CCCO3)c2n1
?	Cc1nc2cnc(N3CCOCC3)nc2n(Cc2ccc(F)cc2)c1=O
-2%	CS(=O)(=O)N1CCC2(CCN(C(c3ccccc3)c3ccccc3)CC2)CC1
3%	COc1cccc(Cn2c(=O)c(C)nc3cnc(OC)nc32)c1
2%	O=C(c1cnccn1)N1CCC2(CCCN(Cc3ccccc3)C2)CC1
-11%	CCCCC/C=C\C/C=C\CCCCCCCCCC(=O)O
8%	CCNc1ncc2nc(CCc3ccccc3)c(=O)n(C[C@H]3CCCO3)c2n1
-5%	CS(=O)(=O)OCC(O)C(O)COS(C)(=O)=O (stereo not given)
-3%[24.8 µM]	c1cc2c(cc1C1CCCCC1)c1c3n2CCN[C@H]3CCC1
-7%	COc1ccc(-c2ccc(C(C)=O)cc2)cc1C1C2C=CCC(C)C2C(=O)N1Cc1ccccc1 (stereo not given)
-1%[11.7 µM]	CO[C@H]1COC(=O)[C@@H](C)COC(=O)[C@@H](Cc2ccccc2)NC(=O)C/C=C\[C@H]1C
0%[11.7 µM]	COC(=O)C/C=C\[C@@H](C)[C@@H](/C=N\OC[C@@H](O)COCc1ccco1)OC
19%[24.8 µM]	CCN1CCC[C@@H]1CNC(=O)c1cc(S(N)(=O)=O)ccc1OC
12%	c1ccc(CNc2ncnc3ccc(-c4cccnc4)cc23)cc1
-6%	CCc1ccc2c(c1)N(C[C@H](C)CN(C)C)c1ccccc1S2
-17%[11.7 µM]	CCOC(=O)N/N=C1/C[C@@H](O)[C@@H](O)[C@@H]2[C@@H]3C(=O)N(c4cccc(Oc5ccccc5)c4)C(=O)[C@H]3CC[C@@H]12
3%	COc1ccc2c(c1)O[C@H](c1ccc3c(c1)OCO3)[C@@H](OC(=O)NCCOc1ccccc1)C2=O
11%	O=C(c1csnn1)N1CCC2(CCN(Cc3nccs3)CC2)CC1
-6%	O=c1c(-c2ccc(F)c(F)c2)nc2cncnc2n1Cc1ccc(F)cc1
3%[11.7 µM]	CC(C)=NOC[C@@H](O)[C@@H]1O[C@@H]2OC(C)(C)O[C@@H]2[C@H]1O
?	COc1ccc(/C=C/N(CCc2ccc(OC)c(OC)c2)C(C)=O)cc1
?	CCOc1ccccc1-c1nnc2n1N=C(c1cccc(OC)c1)CS2

# 3 entries from above, with bars between the fields:
Molecule | Menin-MLL TR inh
CC(=O)OCC1OC(C#CCC2CCCCC2)C=CC1OC(C)=O (stereo not given) | ?
COc1ccc2c(c1)C(=O)[C@@H](OC(=O)NCCOc1ccccc1)[C@H](c1ccc(OC)c(Br)c1)O2 | -17%
COc1ccc(-c2nc3c(c4c2CC(C)OC4)CN(CCC(C)C)CC3)cc1 (stereo not given) | -13%[11.7 µM]
